# Bioassay records deposited in PubChem BioAssay by National Center for Advancing Translational Sciences (NCATS).
# TRHR agonist: qHTS for Small Molecule Agonists and Allosteric Enhancers of Human TRH Receptor: Primary Screen for Agonists; Thyrotropin-releasing hormone receptor (Homo sapiens), P34981; TRHR cells, calcium flux fluo-8, FDSS agonist mode; activation, % at 2 µM; hit rate 0.18% among 360,000; AID 493084, 2011; in the data active = activation above about 30%; note: 0% is about no effect
# Target sequence (P34981 whole entry, looked up): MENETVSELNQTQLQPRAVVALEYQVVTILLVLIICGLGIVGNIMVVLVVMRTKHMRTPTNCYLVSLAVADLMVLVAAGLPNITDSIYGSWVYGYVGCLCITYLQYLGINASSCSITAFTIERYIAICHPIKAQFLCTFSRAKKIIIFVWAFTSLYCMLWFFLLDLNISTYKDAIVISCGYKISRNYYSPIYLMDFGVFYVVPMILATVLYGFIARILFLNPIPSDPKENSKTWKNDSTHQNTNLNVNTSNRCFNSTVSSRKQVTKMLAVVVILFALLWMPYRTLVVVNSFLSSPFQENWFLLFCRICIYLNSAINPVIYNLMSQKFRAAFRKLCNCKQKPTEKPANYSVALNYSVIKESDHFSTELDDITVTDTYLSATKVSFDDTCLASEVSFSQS
#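 Fluo-8-loaded TRHR cells; 10 s baseline, compound added, kinetic Ca2+ fluorescence read 1/s, agonist mode.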
# D2 antag: HTS Assay for Allosteric Antagonists of the Human D2 Dopamine Receptor: Primary Screen for Antagonists; D(2) dopamine receptor (Homo sapiens), P14416; HEK293 TREx D2 cells, calcium flux, dopamine EC80; inhibition, % at 10 µM; hit rate 2% among 340,000; in the data active = inhibition above about 30%; note: 0% is about no effect
#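 Tetracycline-induced HEK293 TREx cells expressing D2 receptor forced-coupled to calcium signalling, loaded with no-wash calcium dye. Compounds added and calcium flux read 180 s, then dopamine added at EC80 and read a further 180 s.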
# TRHR PAM: qHTS for Small Molecule Agonists and Allosteric Enhancers of Human TRH Receptor: Primary Screen for Enhancers. hit rate 0.66% among 360,000. TRHR cells, fluo-8 calcium fluorescence, EC20 TRH enhancement. enhancement, % at 2 µM. Thyrotropin-releasing hormone receptor (Homo sapiens), P34981; in the data active = enhancement above about 30%; note: 0% is about no effect
#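 TRHR-expressing cells loaded with fluo-8 calcium dye were read kinetically (ex 480/em 530) during compound addition, then stimulated with an EC20 of TRH (10 nM final). Enhancement of the Gq-mediated intracellular calcium response was scored.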
# Pin1 inhibitor: qHTS Assay to Find Inhibitors of Pin1 | Pin1 FP peptide displacement, HiFluor488, 10 min | Potency, µM (top dose mostly 115 µM), for the others: at the highest dose activity, negative = inhibition, actives largely listed as inhibitors | hit rate 0.009% among 390,000 | AID 504891, 2011; active = well fitted inhibition curve with a large enough effect in the polarisation, with a control signal flat, not every such curve was filed as active; inconclusive = small, poorly fitted or top-dose-only effect, or effect the other way, or a change in a side signal; inactive = no such curve, though single readings can be large or run the other way; the % refers to the polarisation; note: potency is the fitted concentration of half-maximal effect; % is set by controls: 0 for no effect and ±100 for the full control effect
# Target sequence (Q13526 whole entry, looked up): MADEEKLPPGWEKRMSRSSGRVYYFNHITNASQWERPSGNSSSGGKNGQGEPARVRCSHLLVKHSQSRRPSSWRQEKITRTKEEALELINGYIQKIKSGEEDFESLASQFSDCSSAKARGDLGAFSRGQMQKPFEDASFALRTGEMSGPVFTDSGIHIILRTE
# TrxR1 substrate: qHTS Assay for Substrates of Mammalian Selenoprotein Thioredoxin Reductase 1 (TrxR1): qHTS; Thioredoxin reductase 1, cytoplasmic (Rattus norvegicus), O89049; purified TrxR1 substrate turnover, NADPH consumption readout; Potency, µM (top dose mostly 114 µM), inactives show at the top dose activity change, negative = substrate turnover; hit rate 0.01% among 390,000; AID 588456, 2011; note: potency is the fitted concentration of half-maximal effect; % is set by controls: 0 for no effect and ±100 for the full control effect; nearly all actives have a fitted effect of over 50% in size
#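 Rat TrxR1, dispensed at 90 nM, was prereduced with 400 uM NADPH (final) for 5 min at ~22 deg C, then incubated with compound 15 min before 400 uM selenite. A first-read NADPH fluorescence drop versus no-compound background flagged substrates.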
# USP1-UAF1 inh: Inhibitors of USP1/UAF1: Primary Screen; hit rate 0.23% among 390,000; recombinant USP1/UAF1, Ub-Rhodamine cleavage fluorescence; Ubiquitin carboxyl-terminal hydrolase 1 (Homo sapiens), O94782; Potency, µM (series often up to 57.1 µM), without a hit: at the highest dose activity change, negative = inhibition, actives largely listed as inhibitors; note: potency is the fitted concentration of half-maximal effect; % is set by controls: 0 for no effect and ±100 for the full control effect; nearly all actives have a fitted effect of over 60% in size; inactives centre near -12
#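 In this screen, compounds sit with the deubiquitinase complex (1nM) for 15 min at room temperature before Ub-Rho is added at 150nM final. Fluorescence rise is then followed for 6 reads every 60 seconds.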
# mIDH1 inhibitor: qHTS for Inhibitors of mutant isocitrate dehydrogenase 1 (IDH1): qHTS. Isocitrate dehydrogenase [NADP] cytoplasmic (Homo sapiens), O75874. IDH1-R132H enzyme, NADPH consumption, diaphorase/resazurin fluorescence. Potency, µM (doses to about 76.6 µM), for the others: top-dose activity change, negative = inhibition, hits mostly inhibitors. hit rate 0.093% among 390,000; note: potency is the fitted concentration of half-maximal effect; % is set by controls: 0 for no effect and ±100 for the full control effect; nearly all actives have a fitted effect of over 65% in size
# Target sequence (O75874 whole entry R132H, stated change not applied): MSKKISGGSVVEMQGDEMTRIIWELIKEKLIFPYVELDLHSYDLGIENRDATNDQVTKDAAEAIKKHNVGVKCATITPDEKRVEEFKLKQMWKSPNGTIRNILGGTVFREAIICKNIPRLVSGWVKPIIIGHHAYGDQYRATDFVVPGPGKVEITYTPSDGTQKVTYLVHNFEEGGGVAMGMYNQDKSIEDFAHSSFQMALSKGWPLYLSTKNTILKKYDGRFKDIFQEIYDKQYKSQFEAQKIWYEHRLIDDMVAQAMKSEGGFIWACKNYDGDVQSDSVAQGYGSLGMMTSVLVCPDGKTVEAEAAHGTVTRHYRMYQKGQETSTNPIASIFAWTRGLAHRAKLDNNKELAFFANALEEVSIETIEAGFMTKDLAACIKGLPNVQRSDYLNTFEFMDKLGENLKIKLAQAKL
#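 IDH1-R132H (0.5 ug/mL) preincubated 30 min with compound, then NADPH (0.016 mM) and alpha-KG (2 mM) added; 80 min at RT, pH 7.5. Remaining NADPH coupled via diaphorase/resazurin to fluorescence (540/590 nm); concentration-response curves normalized to no-enzyme control.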
# rTrxR1 inhibitor: qHTS Assay for Inhibitors of Mammalian Selenoprotein Thioredoxin Reductase 1 (TrxR1): qHTS; Thioredoxin reductase 1, cytoplasmic (Rattus norvegicus), O89049; recombinant rTrxR1, NADPH fluorescence consumption, selenite substrate; Potency, µM (titrated, usually from 114 µM), without a hit: at the highest dose activity change, negative = inhibition, usual class: inhibitors; hit rate 1% among 390,000; note: potency is the fitted concentration of half-maximal effect; % is set by controls: 0 for no effect and ±100 for the full control effect; nearly all actives have a fitted effect of over 65% in size
#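 Rat TrxR1 (90 nM in the dispensed reagent) was pre-reduced with 400 uM NADPH for 5 min at room temperature, then incubated with compound for 15 min. After 400 uM selenite was added, NADPH fluorescence (Ex 340/Em 450 nm) was followed for 8 min.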
# D2 ag: HTS Assay for Allosteric Agonists of the Human D2 Dopamine Receptor: Primary Screen for Agonists | activation, % at 2 µM | hit rate 0.53% among 340,000 | HEK293 T-REx D2 cells, calcium flux agonist mode | D(2) dopamine receptor (Homo sapiens), P14416 | AID 485358, 2010;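 active = activation over 3 SD above normal in the single-dose calcium agonist read, cut at about 30% in these data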; note: 0% is about no effect
#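 Tetracycline-induced HEK293 T-REx cells with force-coupled D2 receptor, plated overnight at 30 C, loaded with no-wash calcium dye. After a 10 s baseline, compound was pin-added and calcium flux read kinetically for 180 s; calcium rises flagged agonists.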
# * = called active by the depositor; ? = inconclusive; nt = not tested or not shown; [ ] = another dose, or the depositor's remark. Unless noted, calls come from the whole dose curve; as a rule, active = well fitted inhibition curve with a large enough effect; inconclusive = small, poorly fitted or top-dose-only effect; inactive = no such curve, though single readings can be large or run the other way.
SMILES,TRHR agonist,D2 antag,TRHR PAM,Pin1 inhibitor,TrxR1 substrate,USP1-UAF1 inh,mIDH1 inhibitor,rTrxR1 inhibitor,D2 ag
COc1ccc(N=Cc2ccc(-c3ccccc3)o2)cc1,0.7,-12,6,2%,-15%,-17%,2%,24%[57.1 µM],1.0
S=c1[nH]nc(-c2ccc(Cl)cc2)n1CC1CCCO1 (centres undefined),0.0,2,-1,-2%,9%[57.1 µM],-1%,3%,?,0.1
COc1ccc(/C=C/C(=O)NC(=S)NCC2CCCO2)cc1 (centres undefined),0.9,16,-6,-4%,18%[57.1 µM],-21%,2%,29%[57.1 µM],1.9
COC(=O)c1ccc(CN2CCN(CCc3ccccc3)C(CCO)C2)cc1 (centres undefined),0.6,-2,-3,-8%,10%,-24%,0%,19%,0.1
COc1ccc(-c2cnc(SCC(=O)Nc3cc(C)on3)n2Cc2ccco2)cc1,-0.5,-7,2,?,-15%,-13%,-9%,-18%,0.0
COc1cc(C2CC(=O)c3cnc(NC(=O)c4ccco4)nc3C2)cc(OC)c1OC (centres undefined),0.2,-2,28,-7%,8%[57.1 µM],-6%,0%,31%[57.1 µM],0.5
O=C(Cn1c2[n+](c3ccc(C(F)(F)F)cc31)CCCCC2)Nc1c(F)cccc1F,-0.2,1,-1,0%,8%,4%,4%,12%,0.3
CC(C)C(C(=O)N1CCN(C(=O)OC(C)(C)C)CC1)n1cc(-c2cn([C@@H](C)C(=O)N3CCN(C(=O)OC(C)(C)C)CC3)nn2)nn1 (some centres undefined),0.1,-22,12,nt,nt,nt,nt,nt,-0.2
Cc1nn(C)c2c1c(C(F)(F)F)cc(=O)n2C(C)C(=O)NCCc1ccccc1 (centres undefined),-0.5,nt,2,0%,14%[57.1 µM],-18%,-5%,16%[57.1 µM],0.1
Oc1ccc(Br)cc1-c1ccnn1-c1ccccc1,0.9,13,-10,0%,8%[57.1 µM],-5%,10%,14%[57.1 µM],0.1
CN(CC(=O)Nc1cccc(F)c1)C(=O)c1cc2c(s1)CCCCC2,-0.1,-23,-1,-9%,7%,-4%,9%,23%,-0.2
COc1cccc(C2CC(c3cccs3)=NN2C(=O)CSC2=NN3CCCC(=O)N=C3S2)c1OC (centres undefined),0.3,nt,2,15%,4%[57.1 µM],-1%,-4%,25%[57.1 µM],nt
Cc1cccc2c(=O)c(C(=O)NCCCN3CCOCC3)c[nH]c12,1.7,-10,-2,3%,6%[57.1 µM],-6%,1%,7%[57.1 µM],0.0
CC1CCCC(NC(=O)COC(=O)CCc2ccccc2)C1C (centres undefined),-1.9,5,-2,-6%,6%,-22%,2%,15%,1.8
Cc1c(C(=O)O)sc(=S)n1-c1ccc(Cl)cc1,0.4,14,-1,-15%,2%,-6%,3%,4%,1.6
Cc1cc(-c2cc(-c3ccc(Cl)cc3)on2)nc(NCC2CC2)n1,0.9,-14,-1,-9%,3%,-22%,17%,18%,0.5
CCC1(C)Cc2ccccc2-c2[nH][nH]c(=O)c21 (centres undefined),-0.4,-5,4,-9%,-1%[57.1 µM],-5%,3%,3%[57.1 µM],-0.2
Cc1ccc(S(=O)(=O)n2c([N+](=O)[O-])cnc2C)cc1C,2.0,-4,5,-7%,4%[57.1 µM],-11%,11%,14%[57.1 µM],0.6
CCCC1CC(C)(c2csc(Nc3ccc(OCC)cc3)n2)OC1=O (centres undefined),0.0,-3,-2,-5%,-12%,-27%,-10%,-10%,0.2
Nc1nonc1NC(=O)NN=C1CCCCC1,0.7,-11,7,-1%,4%,5%,1%,21%,1.0
CC(Nc1oc(-c2ccc(COc3ccc(Cl)cc3)o2)nc1C#N)c1ccccc1 (centres undefined),0.6,nt,3,3%,9%,-11%,-19%,24%,-0.6
Cn1nnnc1SCC(=O)N1CCc2ccccc2C1,0.5,8,-11,-5%,-3%,-15%,2%,1%,-1.1
CCN1CCN(c2ccc(S(=O)(=O)N3CCOCC3)cc2NC(=O)c2ccccc2SC)CC1,-0.3,12,-10,4%,0%,-18%,-1%,3%,0.6
COc1ccccc1CNC(=O)C(C)NS(=O)(=O)c1ccc(C)cc1 (centres undefined),0.2,22,1,2%,-2%,-6%,6%,8%,-1.0
Cc1ccccc1-c1cc(C(=O)N2CCCC2)c2ccccc2n1,-0.3,-5,31*,-1%,-7%,-7%,5%,-20%,0.0
# Next records.
SMILES,TRHR agonist,D2 antag,TRHR PAM,Pin1 inhibitor,TrxR1 substrate,USP1-UAF1 inh,mIDH1 inhibitor,rTrxR1 inhibitor,D2 ag
CCCCCCc1nc2ccccc2c(=O)n1NC(=O)c1c(O)c2cccc3c2n(c1=O)CCC3,0.2,8,-5,nt,nt,nt,nt,nt,0.2
Cc1c(C(=O)Oc2ccc(F)cc2)sc2ncn(Cc3cccc(F)c3)c(=O)c12,0.8,6,-24,1%,8%,-14%,0%,-8%,1.4
C=CCN1C(=O)c2ccc(C(=O)NCC(=O)Nc3c(C)cc(C)cc3C)cc2C1=O,-0.4,-35,-2,6%,-3%,-10%,11%,-1%,0.3
COc1ccccc1C1CC(=O)Nc2cc(C)c(C)cc21 (centres undefined),0.8,7,0,1%,-4%[57.1 µM],-14%,4%,1%[57.1 µM],-0.4
COc1ccc(NC(=O)c2ccc(S(=O)(=O)C(F)F)cc2)c(OC)c1,-1.2,5,-2,-7%,-13%,3%,-1%,-11%,-0.3
Cc1ccc(CNC(=O)c2ccc(CN3CC(=O)N4CCCCC4C3=O)cc2)cc1 (centres undefined),-0.4,nt,14,-1%,-6%,7%,-12%,7%,-0.5
O=C(/C=C/Nc1ccc(Br)cc1F)c1ccccc1,0.2,3,0,1%,2%,-10%,-4%,9%,1.1
COc1ccc(C(c2nnnn2C2CCCCC2)N2CCN(c3ccccc3F)CC2)cc1 (centres undefined),0.6,10,-2,0%,-11%,-10%,0%,17%[57.1 µM],-1.1
COc1ccc(Br)cc1CN(C)CC(O)COc1ccc(Br)cc1 (centres undefined),1.5,1,15,-1%,-1%,-21%,9%,-16%,0.3
COc1cc(C(=O)Nc2ccc(NC(=O)c3ccc(Br)cc3)cc2)cc(OC)c1OC,0.7,nt,6,-4%,7%,?,0%,22%,1.3
O=C(Nc1ccc(Cl)cc1)N1CCN(Cc2ccc3c(c2)OCO3)CC1,-0.5,-12,-8,3%,8%[57.1 µM],-16%,-3%,19%[57.1 µM],0.3
COc1ccc(N2CCN(c3cc(=O)n(Cc4ccc(F)cc4)c(=O)[nH]3)CC2)cc1,-0.7,8,-2,3%,-1%,-20%,-8%,-7%,1.4
CS(=O)(=O)Nc1ccc(C(=O)NCCSCc2c(F)cccc2Cl)cc1,-0.2,-10,3,3%,8%[57.1 µM],?,-2%,23%[57.1 µM],0.3
Cc1ccc(NC(=S)NC(=O)c2ccccc2)cc1NC(=S)NC(=O)c1ccccc1,1.7,-14,10,33%[activator],3%,-8%,3%,-9%,1.2
CN(CC(=O)Nc1ccccc1Br)C(=O)c1ccccc1OCc1ccc(Cl)cc1,nt,nt,nt,5%,-9%,-2%,14%,13%,nt
Cc1cc(OCC(=O)OCC(=O)NC2CCCCC2C)ccc1Cl (centres undefined),0.5,-12,0,-4%,6%,-15%,33%[activator],24%,0.1
O=C(NCCCN1CCCC1=O)c1cncc(Br)c1,0.4,-8,2,0%,4%,-5%,-3%,4%,2.7
O=C(COC(=O)c1ccc([N+](=O)[O-])o1)NCc1ccc(F)cc1,nt,nt,nt,-6%,-5%,?,-5%,?,nt
COc1ccc(OCC(=O)OC2CCCN(C)C2)cc1 (centres undefined),0.6,-7,-3,1%,-10%,-22%,-9%,-13%,0.1

# Gathered by group, the compounds so far containing two or more sulfur atoms
SMILES,TRHR agonist,D2 antag,TRHR PAM,Pin1 inhibitor,TrxR1 substrate,USP1-UAF1 inh,mIDH1 inhibitor,rTrxR1 inhibitor,D2 ag
COc1cccc(C2CC(c3cccs3)=NN2C(=O)CSC2=NN3CCCC(=O)N=C3S2)c1OC (centres undefined),0.3,nt,2,15%,4%[57.1 µM],-1%,-4%,25%[57.1 µM],nt
Cc1c(C(=O)O)sc(=S)n1-c1ccc(Cl)cc1,0.4,14,-1,-15%,2%,-6%,3%,4%,1.6
CCN1CCN(c2ccc(S(=O)(=O)N3CCOCC3)cc2NC(=O)c2ccccc2SC)CC1,-0.3,12,-10,4%,0%,-18%,-1%,3%,0.6
CS(=O)(=O)Nc1ccc(C(=O)NCCSCc2c(F)cccc2Cl)cc1,-0.2,-10,3,3%,8%[57.1 µM],?,-2%,23%[57.1 µM],0.3
Cc1ccc(NC(=S)NC(=O)c2ccccc2)cc1NC(=S)NC(=O)c1ccccc1,1.7,-14,10,33%[activator],3%,-8%,3%,-9%,1.2

# Not all compounds are listed; rates above refer to the full screens.
